Assay outcomes as filed in PubChem.
ssDAF-12 act: activates DAF-12 receptor from parasite S. stercoralis | 1% of 370,000 active | activation, % at 6.8 µM | HEK293 ssDAF-12/GRIP1 lit1-tk-luc reporter, luminescence; % of 3 µM dafachronic acid response;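 active = activation above the mean over all tested compounds plus 3 SD, cut at about 0.9% in these data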;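 also: 0% = DMSO-only wells and 100% = 3 µM delta7-dafachronic acid wells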
SMARCA2 act: activators of SMARCA2 function. 1% of 370,000 active. activation, % at 9.1 µM. MG213 cells, MMTV-luciferase reporter, dexamethasone, overnight; in the data active = activation above about 7.8%;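 also: 0% = vehicle wells and 100% = reference activator wells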
hcDAF12 agonist: activates DAF-12 receptor from parasite H. contortus; HEK293 hcDAF-12 lit1-tk-luc reporter, luminescence; 0% DMSO, 100% Δ7-dafachronic acid; activation, % at 6.8 µM; AID 652067; 1.4% of 370,000 active;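 active = activation above the mean of all tested compounds plus 3 SD, cut at about 5.5% in these data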;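 also: 100% = response to 3 µM Δ7-dafachronic acid high control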
DAX1 inh-1: inhibitors of DAX1 repression of SF-1 activated StAR promoter; inhibition, % at 6.8 µM; AID 652010; 1.1% of 370,000 active; HEK293T StAR-luciferase reporter, SF-1/DAX-1 repression relief;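 active = inhibition above the mean over all tested compounds plus 3 SD, cut at about 3.6% in these data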;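 also: 0% = DAX-1 cells with DMSO and 100% = cells lacking DAX-1 with DMSO; higher inhibition means more luminescence from relief of DAX-1 repression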
NR1D1 modulator: modulates human Rev-erb alpha binding to DNA. Rev-erbα–FITC-DNA binding, fluorescence polarization, 90 min. P20393. AID 1259318. activity, % at 10 µM. 0.79% of 370,000 active;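 active = activity above about 14%, limit read from the data; passing the limit was not always enough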;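 also: 0% = DMSO wells with 35 nM protein and 100% = DMSO wells with 750 nM protein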
DAX1 inh-2: inhibitors of human orphan nuclear receptor DAX1 (NR0B1); HEK293 Gal4-DAX1 luciferase reporter, luminescence; inhibition, % at 6.75 µM; 0.99% of 340,000 active; AID 504766;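 active = inhibition above the mean over all tested compounds plus 3 SD, cut at about 4.2% in these data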;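 also: 0% = DAX1-transfected cells with DMSO and 100% = empty-vector control cells with DMSO; inhibition shows as a rise in luminescence from relieved DAX1 repression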
Target sequence (P51843 207-470 limits assumed): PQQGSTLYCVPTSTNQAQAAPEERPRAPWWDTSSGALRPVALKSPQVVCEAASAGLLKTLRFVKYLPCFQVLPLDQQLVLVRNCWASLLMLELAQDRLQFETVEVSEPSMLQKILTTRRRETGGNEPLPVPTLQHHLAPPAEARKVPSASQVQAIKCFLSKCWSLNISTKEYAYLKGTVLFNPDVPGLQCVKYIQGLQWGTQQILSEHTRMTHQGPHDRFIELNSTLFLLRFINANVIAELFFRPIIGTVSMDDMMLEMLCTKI
HGIII-sPLA2 inh: Blocks human group III sPLA2 activity; 0.56% of 370,000 active; inhibition, % at 12.2 µM; QFRET BODIPY PC-A2 liposome hydrolysis, fluorescence; Q9NZ20;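 active = inhibition above mean plus 3 SD of compounds lying within the high and low control bounds, cut at about 19% in these data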;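 also: 0% = median of test compound wells and 100% = no enzyme DMSO wells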
Target sequence (Q9NZ20 whole entry, looked up): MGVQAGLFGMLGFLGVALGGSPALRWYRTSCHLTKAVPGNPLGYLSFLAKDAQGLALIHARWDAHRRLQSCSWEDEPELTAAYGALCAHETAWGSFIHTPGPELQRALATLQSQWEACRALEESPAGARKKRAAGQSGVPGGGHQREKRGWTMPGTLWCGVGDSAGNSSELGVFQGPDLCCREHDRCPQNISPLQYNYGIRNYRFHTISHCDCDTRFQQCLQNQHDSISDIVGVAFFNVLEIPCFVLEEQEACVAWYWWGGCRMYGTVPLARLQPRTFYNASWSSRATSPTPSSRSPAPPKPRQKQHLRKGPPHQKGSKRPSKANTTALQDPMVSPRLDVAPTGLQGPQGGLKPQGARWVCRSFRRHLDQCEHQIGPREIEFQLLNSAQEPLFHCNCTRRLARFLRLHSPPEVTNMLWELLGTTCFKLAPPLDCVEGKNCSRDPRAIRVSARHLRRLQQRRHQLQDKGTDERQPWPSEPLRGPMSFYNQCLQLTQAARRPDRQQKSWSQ
GAA850 FXN act: frataxin GAA850 promoter activation; activation, % at 6 µM; HEK293 lucGAA850 FXN promoter luciferase reporter, 24 h; percent of 10 µM SAHA response; 0.56% of 360,000 active;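 active = activation above the average of all compounds screened plus 3 SD, cutoff fixed separately per campaign, cut at about 7.5% in these data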;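 also: 0% = DMSO wells and 100% = 10 µM SAHA wells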
PLCb3 inh: blocks human PLC-beta3 enzyme activity; Purified PLC-beta3, fluorogenic substrate, fluorescence; inhibition, % at 12.2 µM; 0.18% of 370,000 active; in the data active = inhibition above about 11%;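 also: 0% = median of compound wells on plate and 100% = full blocker control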
PG9 binder: small molecules binding HIV-1 gp120 antibody PG9; AID 624416; inhibition, % at 6.7 µM; TR-FRET gp120-PG9 antibody binding; 0.43% of 360,000 active; in the data active = inhibition above about 8.5%
hgDAF-12 ag: activates the H. glycines DAF-12 receptor ligand-binding domain. 1.8% of 370,000 active. HEK293 GAL4-hgDAF12 UAS-luciferase reporter, agonist luminescence; normalized to butyrate control. AID 687014. activation, % at 6.8 µM;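 active = activation above a cutoff set at the mean of all screened compounds plus 3 SD, cut at about 10% in these data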;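 also: 0% = DMSO wells and 100% = sodium butyrate wells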
* = called active by the depositor; i = inactive; x = not tested or not shown.

SMILES	ssDAF-12 act	SMARCA2 act	hcDAF12 agonist	DAX1 inh-1	NR1D1 modulator	DAX1 inh-2	HGIII-sPLA2 inh	GAA850 FXN act	PLCb3 inh	PG9 binder	hgDAF-12 ag
CC(O)(c1cccc(F)c1)c1nc(-c2cc(F)cc(F)c2)cs1 (configuration not stated)	-1.0	-2.6	-0.3	-2.5	-5.0	x	-12.7	-0.9	-1.6	1.1	0.2
Cc1cc(=O)oc(C)c1C(=O)Nc1ccc(F)cc1	-1.7	-3.3	-1.4	-0.1	-1.8	1.4	1.8	3.2	-0.6	-1.6	0.6
CC(=O)Nc1ccc(S(=O)(=O)Nc2ccc(-c3ccc4nnc(C)n4n3)cc2)cc1	-1.2	-0.5	1.2	0.1	1.3	-0.3	-5.0	0.8	-47.4	-1.9	0.0
Cc1ccc2c(c1)C(=O)CC1(CCCCCC1)O2	-0.5	0.6	1.2	-0.2	0.2	0.0	13.5	2.2	-2.2	1.3	4.1
COc1ccc(N2C(=O)C3CC(C)=C(C)CC3C2=O)c(OC)c1 (configuration not stated)	-1.3	-2.1	0.1	-0.4	-4.8	-1.4	4.7	-0.6	-1.0	1.4	0.8
CC(C)(C)OC(=O)N[C@H](C(=O)OC(C)(C)C)c1ccc2c(c1)OCO2	-1.1	0.1	0.2	0.0	6.3	-0.4	5.5	-0.1	3.9	-0.4	1.3
Cc1cc(C)c2c3c(cn2n1)c(=O)n(C)c(=O)n3C	-1.5	-0.2	-0.8	-0.7	5.3	1.1	2.8	0.1	-30.8	-2.7	0.4
N#Cc1ccccc1S(=O)(=O)N1CCN(c2nc(-c3ccccc3)nc3ccccc23)CC1	-1.5	-2.6	1.6	0.4	5.5	-0.1	0.1	-1.0	-7.2	1.6	0.0
COc1ccc2[nH]c(C)c(CCNC(=S)Nc3ccccc3OC)c2c1	-1.4	-5.4	-1.1	-0.3	0.2	-1.3	-4.2	0.9	-0.3	-4.2	-2.0
CCOC(=O)CCCCC(=O)c1[nH]c(=O)[nH]c1CSc1nc(C)cc(C)n1	-0.6	-0.9	0.5	0.1	-4.5	-0.6	7.3	1.5	9.3	-2.3	0.8
COc1ccc(-c2nnc(SCC(=O)N(C)C3CCS(=O)(=O)C3)n2CC(C)C)cc1 (configuration not stated)	-0.7	-4.2	0.7	0.3	2.9	0.3	0.9	-0.4	1.6	0.5	3.2
CCOC(=O)c1nn(-c2ccc(Cl)cc2)c2nnc(Cc3ccc(C)cc3)c(=O)n12	-1.3	-3.6	-2.9	-0.3	1.5	-0.7	15.2	2.1	-0.8	-0.4	0.2
CNC(=S)N=Nc1c(O)[nH]c2ccccc12	-1.0	-1.6	5.6*	-0.7	2.1	-0.4	4.3	2.9	9.0	-7.1	0.0
CCC(C)NC(=O)Nc1ccc2c(c1)N(C)C(=O)c1ccccc1S2 (configuration not stated)	-1.8	-1.2	-1.4	-0.2	0.8	-1.1	-15.0	0.3	-0.9	0.0	-1.8
CNc1cc([N+](=O)[O-])ccc1OCc1ccccc1	-0.8	0.3	-0.7	-0.3	-2.3	-0.5	7.9	4.9	-10.7	-1.3	5.7
Cc1[nH]ncc1N=Cc1ccc([N+](=O)[O-])cc1	-1.1	-3.7	0.0	-1.0	-5.4	-0.8	-0.1	0.7	2.4	-0.4	-3.1
N/C(Cc1ccc([N+](=O)[O-])cc1)=N\OC(=O)c1ccccc1Br	-1.9	0.8	-3.1	0.2	3.6	-1.9	-4.6	-0.7	4.3	0.8	0.2
COc1cc2c(cc1OC)C(C(=O)N1CCN(c3ccccn3)CC1)C(c1cccs1)N(C)C2=O (configuration not stated)	-0.4	3.6	-1.1	0.2	-1.4	0.7	1.3	1.0	-4.9	1.4	-0.8
CC(=O)Nc1ccc(C=NNC(=O)CCCC(=O)NN=Cc2ccc(NC(C)=O)cc2)cc1	-1.2	-1.0	-1.7	-0.9	-3.0	1.3	3.1	0.5	-9.5	-1.1	0.6
COc1ccccc1-c1nnc(SCC(=O)NCc2c(C)c(Cl)cc(C(C)C)c2O)o1	-2.0	-3.2	-1.0	0.2	4.1	0.8	4.0	2.2	0.0	0.6	-0.9
O=C(CCC1CCCCC1)NCc1cccnc1	-0.8	-1.8	0.3	-0.1	9.4	2.5	6.1	-0.3	-8.9	-1.6	-1.3
CCC(C)[C@H](NC(=O)[C@@H]1CSC2c3ccccc3C(=O)N21)C(=O)NC1CCCC1 (some centres not stated)	-1.6	1.4	0.5	-0.7	1.3	-0.2	3.8	0.1	1.5	-1.8	-2.1
COc1ccc(CCN=C(N)NS(=O)(=O)c2ccc(C)cc2)cc1OC	-1.1	-1.3	0.2	-0.4	-2.5	-0.5	-3.3	3.9	0.8	-0.3	-1.3
CCN(CC(=O)Nc1ccc(OC)cc1)C(=O)c1ccc2c(=O)n3c(nc2c1)CCC3	-1.2	-2.8	-1.6	-0.6	8.7	0.8	1.9	-0.7	-13.9	1.0	-1.5
Cn1cnnc1SCC(=O)Nc1ccc(F)cc1	-1.0	-3.7	-1.1	0.1	1.9	-0.8	6.0	1.2	1.8	2.7	-1.4
CC1CCN(Cc2nnc(-c3cccc(Br)c3)o2)CC1	0.0	-2.0	-1.2	-0.1	5.3	-0.5	11.1	0.5	-6.5	1.1	2.7
O=C(Nc1ccccc1Cl)c1ccn[nH]1	-0.3	8.2*	-0.4	0.8	-8.8	1.8	-2.9	2.4	4.3	0.4	3.6
CCN(CC(=O)NCc1ccc(Cl)cc1)C(=O)c1ccc(C#N)cc1	-1.2	0.8	-1.4	-0.3	-2.8	-0.9	-4.2	0.8	-3.0	-1.6	0.2
CCCn1c(CN2CCCCC2C)nc2c1c(=O)n(C)c(=O)n2C (configuration not stated)	-1.0	-1.4	0.8	0.4	1.5	0.1	4.3	-0.5	3.5	-2.4	-1.2
CN(C)Cc1c(O)ccc2c3c(c(=O)oc12)CCCCC3	-1.2	4.7	0.6	0.4	-5.4	-0.6	0.1	0.5	i	2.1	-0.5
Cc1ccccc1NC(=O)C1C2CCCCC21 (configuration not stated)	-0.5	1.8	-1.5	0.4	-4.5	-0.5	1.4	-0.7	-3.2	-1.9	-0.4
O=C(CS(=O)(=O)c1c[nH]c2ccccc12)Nc1ccc(F)cc1	-0.5	-2.3	3.2	-1.5	-1.9	-0.7	-10.4	-0.1	-3.9	-0.1	-0.7
CC(C)c1nc2ccc(NC(=O)C34CC5CC(CC(C5)C3)C4)cc2[nH]1	-1.4	2.4	0.1	1.2	-2.6	0.7	-2.6	0.8	2.9	0.7	-1.5
CC(=O)Nc1ccc(C(=O)NNC(=O)c2cccs2)cc1	-1.4	-1.5	-0.3	-0.1	10.5	0.1	3.1	1.5	5.0	-0.5	-0.8
O=C(N/N=C/c1cccc([N+](=O)[O-])c1)C1CC(=O)N(c2ccc(Br)cc2)C1 (configuration not stated)	-2.1	4.0	-1.7	-0.7	-6.0	-0.1	-1.9	0.2	7.1	-2.6	-2.1
C(=N\N1CCN(C2c3ccccc3-c3ccccc32)CC1)/c1cccs1	-1.4	2.4	1.4	-0.3	-1.6	0.5	1.7	-0.3	1.3	-0.8	0.2
COc1ccc(/C=C/C(=O)N(Cc2ccccc2)c2ccccn2)cc1OC	-0.5	1.5	-0.7	-0.1	-2.9	1.6	3.0	-0.9	-0.9	-1.9	2.3
Cc1ccc(SCC(=O)NC(C)(C)C)cc1	-0.5	4.5	0.8	0.7	1.6	0.8	2.9	3.6	-27.9	0.0	1.9
COc1cc(OC)c2c(-c3ccccc3)cc(C3CCCCC3)nc2c1	-1.1	-1.0	-0.4	1.9	-7.5	-0.4	-30.1	0.8	-141.6	0.1	5.3
Cc1nn(Cc2ccccc2)c(C)c1N	-1.0	-2.9	-2.4	-0.6	3.0	0.1	14.4	0.9	-0.9	0.0	-1.1
COc1cc2c(cc1OC)CN(C(=O)c1sccc1C)CC2	-1.2	1.3	-0.3	-0.6	-5.7	0.0	-2.5	0.2	-9.3	0.4	-0.7
CCOc1ccc(C(=O)NC(=S)Nc2ccc(N3CCC(C)CC3)cc2)cc1[N+](=O)[O-]	-0.1	-1.8	-0.1	0.5	-0.7	-1.1	3.5	0.8	6.7	-0.2	1.7
CC(NC(=O)c1cccs1)C(S)c1ccccc1 (configuration not stated)	-1.8	-1.2	-1.6	0.0	2.4	-0.4	-0.3	-2.5	5.7	-1.4	-2.8
O=S(=O)(NCc1csc(-c2cccs2)n1)c1ccc(Cl)cc1	-1.2	-1.5	1.3	-0.2	0.8	2.1	-16.2	1.9	-13.9	-1.4	0.3
O=C(COc1cccc(F)c1)N[C@@H](Cc1ccccc1)c1nc2ccccc2[nH]1	-0.6	-5.5	0.3	-1.2	-2.4	-1.0	-10.5	-1.5	-3.4	-1.6	0.3
COc1ccc(OCCN2CCN(S(=O)(=O)c3ccccc3C(F)(F)F)CC2)cc1	-2.2	-4.9	-1.8	-3.2	4.1	-0.9	-14.0	0.9	-6.4	1.2	-2.3
COc1ccccc1NC(=O)COC(=O)c1ccccn1	-1.0	1.4	0.1	-0.2	-3.5	1.4	-0.2	-0.2	-7.0	-0.2	2.0
CCOc1ccccc1NC(=O)NC1(C(=O)N2CCOCC2)CCCCC1	-0.9	4.1	-1.3	1.1	-3.5	-0.1	2.6	-1.1	3.9	-0.9	0.0
Nc1nnc(N2CCCCC2)s1	-0.8	-0.8	-0.4	0.1	6.2	1.6	1.3	-1.2	0.0	-2.9	-1.2
CCC(CC)C(=O)N1CCN(Cc2ccc3c(c2)OCO3)CC1	-1.3	-1.5	-0.9	0.4	-1.4	1.6	1.3	-0.2	-0.6	-1.7	-1.6
CCCCc1nc(NCCNC(=O)c2ccccc2)c(C#N)c2c1CSC(C)(C)C2	-1.5	-0.7	-2.1	-0.4	-3.6	-1.2	-6.6	-1.4	-51.6	-2.4	-2.3
COc1ccccc1Cn1[nH]nnc1=S	-0.8	-5.9	-1.0	0.1	8.8	0.8	22.3*	0.5	-9.8	-0.6	-1.1
CCOC(=O)c1ccc(S(=O)(=O)Nc2ccc(N3CCOCC3)cc2)cc1	-1.3	-4.2	-2.2	-0.6	0.3	-1.5	4.0	1.0	-12.6	-1.1	0.9
O=C(C1=C[C@@H](c2coc3ccccc3c2=O)C[C@@H](OCCCCO)O1)N1CCOCC1	-1.5	1.9	-0.3	0.5	8.4	1.6	0.1	2.1	-1.3	-2.8	1.5
COc1ccc(Cc2nc3ccc(C(=O)N4C[C@@H](C)O[C@@H](C)C4)cc3o2)cc1OC	-1.2	0.0	-1.9	-0.7	3.4	-0.2	-4.1	1.2	-4.6	-1.1	7.2
COc1ccc(CN(C(=O)c2cccs2)c2ccccc2)cc1	-1.6	-2.9	0.8	-0.9	-1.9	-0.1	-3.9	1.6	-2.2	-0.3	-1.2
